Screening data (PubChem BioAssay)
TDP1 cell noCPT – qHTS for Inhibitors of human tyrosyl-DNA phosphodiesterase 1 (TDP1): qHTS in cells in absence of CPT | DT40 Tdp1-/- hTDP1 cells, no CPT, ATP luminescence, 48 h | actives 15% (n = 420,000) | Potency, µM (series often up to 46.2 µM), for inactives: at the top dose activity change, negative = growth inhibition, most hits filed as inhibitors; note: nearly all actives have a fitted effect of over 55% in size
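Readout: luminescence from CellTiter-Glo after 30 min in the dark at RT. Cells: DT40 Tdp1-/- with stable hTDP1, 400/well. Exposure: compounds alone, ≥48 hr, 37 °C.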
TDP1 block – blocks human tyrosyl-DNA phosphodiesterase 1. recombinant TDP1, AlphaScreen DNA substrate cleavage. Potency, µM (doses to about 130 µM), for inactives: top-dose activity change, negative = inhibition, actives largely listed as inhibitors. actives 0.28% (n = 350,000). AID 485290; note: nearly all actives have a fitted effect of over 40% in size
Target sequence (Q9NUW8 whole entry, looked up): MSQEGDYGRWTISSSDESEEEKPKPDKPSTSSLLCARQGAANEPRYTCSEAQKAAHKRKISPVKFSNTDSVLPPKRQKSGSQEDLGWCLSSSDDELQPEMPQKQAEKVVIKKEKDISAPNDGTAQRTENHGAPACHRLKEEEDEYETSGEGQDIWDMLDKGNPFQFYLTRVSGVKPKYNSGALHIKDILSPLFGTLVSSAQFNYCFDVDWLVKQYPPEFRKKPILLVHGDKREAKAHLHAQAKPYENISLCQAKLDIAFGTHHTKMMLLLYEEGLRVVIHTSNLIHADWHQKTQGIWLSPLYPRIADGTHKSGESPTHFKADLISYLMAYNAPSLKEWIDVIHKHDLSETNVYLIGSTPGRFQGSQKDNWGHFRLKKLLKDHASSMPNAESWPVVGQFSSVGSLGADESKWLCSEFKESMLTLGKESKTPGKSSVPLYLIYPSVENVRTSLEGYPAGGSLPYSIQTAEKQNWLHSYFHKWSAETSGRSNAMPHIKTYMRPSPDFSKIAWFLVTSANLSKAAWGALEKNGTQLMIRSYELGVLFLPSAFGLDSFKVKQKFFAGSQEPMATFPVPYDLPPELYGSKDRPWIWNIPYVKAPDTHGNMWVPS
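Signal: AlphaScreen proximity between streptavidin donor and anti-FITC acceptor beads on intact substrate. Reaction: Tdp1 1 nM, substrate 15 nM final, 5 min RT after 15 min compound preincubation.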
N370S GC mod – inhibitors or activators of N370S glucocerebrosidase for Gaucher disease. Potency, µM (top dose mostly 59.4 µM), inactives show at the highest dose activity change, negative = inhibition, most hits filed as inhibitors. N370S GC spleen homogenate, 4MU-glucoside fluorescence. P04062. actives 0.092% (n = 330,000). AID 2101;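 note: 0% = full enzyme activity and -100% = no enzyme basal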
Numbers without * were called inactive; ? = inconclusive; . = not tested or not shown; & = joins results of further samples. Calls come from the whole dose curve; as a rule, active = well fitted curve in the direction sought with a large enough effect; inconclusive = small, poorly fitted or top-dose-only effect, or another doubt; inactive = no such curve, though single readings can be large; an effect the other way counts as inactive or inconclusive. Unless noted, % is set by controls: 0 for no effect and ±100 for the full control effect; potency is the fitted concentration of half-maximal effect. Only part of the results is shown. The share of hits here may be higher or lower than overall.

Start of the listing, in advance, three compounds:
SMILES	TDP1 cell noCPT	TDP1 block	N370S GC mod
O=C(CSc1nnc(-c2n[nH]c3ccccc23)n1-c1ccccc1)Nc1cccc(Cl)c1	?	4%	8%
COc1ccc(-c2csc(NC(=O)c3c(C)noc3C)n2)cc1	23µM*	2%	.
CSc1ccccc1OCc1cc(C(=O)N2CCN(C3CCCC3)C(=O)C2)no1	?	3%	-15%

Main list, from the start:
SMILES	TDP1 cell noCPT	TDP1 block	N370S GC mod
O=C(CSc1nnc(-c2n[nH]c3ccccc23)n1-c1ccccc1)Nc1cccc(Cl)c1	?	4%	8%
COc1ccc(-c2csc(NC(=O)c3c(C)noc3C)n2)cc1	23µM*	2%	.
CSc1ccccc1OCc1cc(C(=O)N2CCN(C3CCCC3)C(=O)C2)no1	?	3%	-15%
CCOc1ccc(NC(=O)[C@H]2O[C@@H]3OC(C)(C)O[C@@H]3[C@H]3OC(C)(C)O[C@H]32)cc1	?	3%	.
O=C(c1ccc2c(c1)N(Cc1ccccc1F)C(=O)c1ccccc1S2(=O)=O)N1CCCCCC1	?	5%	.
Fc1ccc(-c2n[nH]c(=S)n2-c2ccc3c(c2)OCCO3)cc1	-26%	3%	3%
CCOP(=O)(c1ccccc1)C(O)c1ccc(F)cc1 (configuration not stated)	4%	2%	4%
O=C1C2C3C=CC(C3)C2C(=O)N1Nc1c(Cl)cc(Cl)cc1Cl (configuration not stated)	6%	8%	7%
Cc1ccc(S(=O)(=O)N/N=c2\oc3ccccc3cc2C(=O)Nc2cccc(C)c2)cc1	.	3%	8%
CC[C@]1(O)CC2CN(CCc3c([nH]c4ccccc34)[C@@](C(=O)OC)(c3cc4c(cc3OC)N(C=O)[C@H]3[C@@](O)(C(=O)OC)[C@H](OC(C)=O)[C@]5(CC)C=CCN6CC[C@]43[C@@H]65)C2)C1 (some centres not stated)	-85%	5%	-7%
COc1ccc(CNC(=O)c2cc3c(=O)n4ccccc4nc3n(Cc3cccnc3)c2=N)cc1	-19%	-2%	2%
C=C(C)c1cccc(C(C)(C)NC(=O)NC(c2ccccc2)c2ccc(OC)cc2)c1 (configuration not stated)	-12%	0%	4%

Given with each value named: 2 of the compounds above.
> C=C(C)c1cccc(C(C)(C)NC(=O)NC(c2ccccc2)c2ccc(OC)cc2)c1 (configuration not stated)
  TDP1 cell noCPT: -12% | TDP1 block: 0% | N370S GC mod: 4%
> CSc1ccccc1OCc1cc(C(=O)N2CCN(C3CCCC3)C(=O)C2)no1
  TDP1 cell noCPT: ? | TDP1 block: 3% | N370S GC mod: -15%

(cont.)
SMILES	TDP1 cell noCPT	TDP1 block	N370S GC mod
COc1ccc(Cl)cc1N1C(=O)[C@@H]2C(c3cccc(OC)c3OC)=NO[C@@H]2C1=O	-22%	1%	-5%
COCCNC(=O)CCC1CCN(C/C=C/c2ccccc2OC)CC1	-2%	.	1%
Nc1ccccc1C#Cc1ccccc1	-9%	0%&4%	-11%&14%
CC(C)(C)c1cc(NC(=O)C2CCCO2)no1 (configuration not stated)	3%	1%	18%
Cc1cc(C(=O)O)ccc1-c1ccc(/C=C2\NC(=O)N(Cc3ccc(F)cc3)C2=O)o1	?	4µM*	8%
CC(C)(C)c1ccc(OCCC(=O)OCC(=O)N2c3ccccc3NC(=O)C2(C)C)cc1	?	-16%	5%
COc1ccc(Oc2nc3c(c(=O)n(Cc4ccccc4Cl)c(=O)n3C)n2C)cc1	6.5µM*	0%	.
C=CCn1c(SCc2nc3ccccc3nc2C)nnc1-c1ccoc1C	-21%	-8%	28%
O=C(CSc1nnc(-c2ccccc2)n1-c1ccccc1)c1ccc[nH]1	?	3%	-1%
C/C=C/C(=O)Nc1cccc(C2=NOC3(C2)C[C@@H](C(N)=O)N(C(=O)c2cc([N+](=O)[O-])cc([N+](=O)[O-])c2)C3)c1 (some centres not stated)	0%	5%	-4%
CC(C)CN(CCCNC(=O)c1cc(-c2ccc(Br)s2)nc2ccccc12)CC(C)C	-26%	-1%	.
C=CC[C@H](CC(=O)N(CCO)Cc1ccccc1)C(=O)N[C@@H](COC(=O)[C@@H](CC=C)Cc1ccc(F)cc1)Cc1ccccc1	21µM*	-1%	.

Compound profiles (already shown).
Listed for `Nc1ccccc1C#Cc1ccccc1` : TDP1 cell noCPT: -9%; TDP1 block: 0%&4%; N370S GC mod: -11%&14%
Listed for `C=CCn1c(SCc2nc3ccccc3nc2C)nnc1-c1ccoc1C` : TDP1 cell noCPT: -21%; TDP1 block: -8%; N370S GC mod: 28%

More entries
SMILES	TDP1 cell noCPT	TDP1 block	N370S GC mod
O=C(/C=C/c1cccc([N+](=O)[O-])c1)N1CCN(S(=O)(=O)c2cccs2)CC1	-22%	-2%	-3%
COc1ccc(/C=N/NC(=O)c2ccc3ccccc3c2)cc1OS(=O)(=O)c1ccc(NC(C)=O)cc1	3.7µM*	2%	15%
Cc1ccc(S(=O)(=O)N(CC(O)CN2CCOCC2)c2cc(Cl)ccc2Cl)cc1 (configuration not stated)	?	3%	?
Cc1ccc(-c2ccc(/C=C/C(=O)c3ccccc3)o2)cc1	23µM*	5%	-7%
CCOC(=O)c1nc(Nc2ccc(C(C)=O)cc2)c2ccccc2n1	15µM*	.	-17%
OCC[C@H]1C[C@H](O)[C@@H](O)[C@]2(Cc3ccccc3CCO2)O1	-8%	-1%	-21%
O=C1CN(c2nnnn2-c2ccccc2)CCN1	-14%	8%	-6%
Cc1ccc(CNC(=O)CSc2nc3ccsc3c(=O)n2Cc2ccccc2F)cc1	-19%	2%	.
CCOC(=O)c1sc(N)c(C#N)c1COC(=O)CNC(=O)c1cc(OC)c(OC)c(OC)c1	-13%	3%	6%
Cc1csc(NC(=O)C2CCCO2)n1 (configuration not stated)	-2%	1%	4%
Cc1cnc(NC(=O)Cc2cccs2)s1	?	5%	-10%
O=C(Nc1cccc(Cl)c1)N1CCC(CO)(CCOc2ccccc2)CC1	?	5%	2%
Cc1ccc(S(=O)(=O)N/N=C\c2ccc([N+](=O)[O-])o2)cc1	16µM*	8%	-2%
COC(=O)C1=CN(Cc2cccs2)C=C(C(=O)OC)C1c1cccc(Cl)c1	?	.	?
COc1ccc(-c2nc3sc(CCNC(=O)C(=O)Nc4ccccc4C#N)c(C)n3n2)cc1	-21%	5%	.
O=C(NCc1ccccc1Cl)c1cccc(OC2CCN(C(=O)C3CC3)CC2)c1	?	1%	2%
Cc1ccc(CN(Cc2ccco2)C(=O)COc2ccc(C(C)C)cc2)cc1	?	4%	.
CCCC(=O)Nc1ccc(C=C(C(C)=O)C(C)=O)cc1	?	0%	2%
CCCc1nc2oc(C(=O)c3ccccc3)c(N)c2c2c1COC(C)(C)C2	?	0%	16%
Cc1ccc(-c2nn3c(C)nnc3s2)cc1NC(=O)c1ccc(OC(C)C)cc1	?	5%	-2%
COC(=O)c1nnn(Cc2ccccc2)c1N	-20%	4%	-1%
COc1ccc(CCNC(=O)CSc2nc(-c3ccco3)cc(C(F)(F)F)n2)cc1	?	0%	-3%
COc1cccc(Sc2nc(-c3ccccc3)ncc2S(C)(=O)=O)c1	-30%	.	?
COc1ccc(CN2C(=O)N(c3ccccc3)C(=O)C2CC(=O)Nc2ccccc2)cc1OC (configuration not stated)	-19%	5%	-13%
CCCCN(NC(C)=O)c1nc(Cl)nc(NC(C)C)n1	-2%	2%	2%
Cc1cc(C)cc(NS(=O)(=O)c2ccc3oc(=O)ccc3c2)c1	?	4%	-5%
COc1ccc(OC)c(N=Cc2c(O)[nH]c3ccccc23)c1	?	5%	2%
CCOC(=O)c1cccc(NC(=O)c2cccs2)c1	15µM*	-2%	6%
Cc1sc(=NC(=O)c2ccco2)n(C)c1-c1ccccc1	?	4%	-4%
CCOC(=O)C1CCc2nc3ccccc3c(=O)n21 (configuration not stated)	-7%	7%	2%
C=C(C[C@]1(C(=O)OC)CC2(CC=C(C)C)C(=O)C(C(=O)CC(C)C)=C(O)C(CC=C(C)C)(C1)C2=O)C(=O)OC (some centres not stated)	.	9%	-8%
CCOc1cc(/C=C2/C(=N)N3N=C(CC)SC3=NC2=O)ccc1OC(=O)c1ccco1	-24%	5%	-23%
COc1ccccc1N1CCN(CC(O)COCc2cccs2)CC1 (configuration not stated)	9%	2%	-7%
O=C(COC(=O)c1ccc2c(c1)OCCO2)Nc1cccc(S(=O)(=O)N2CCOCC2)c1	?	3%	-12%
COc1ccc(NC(=O)CSc2nc3scc(C)c3c(=O)[nH]2)cc1	-18%	2%	-4%
COc1ccc(NC(=O)C(NC(=O)c2ccc(=O)[nH]c2)c2ccc(OC)cc2)cc1 (configuration not stated)	-5%	1%	-1%
NS(=O)(=O)c1ccc(CNC(=O)c2cc(-c3ccccc3)nc3ccccc23)cc1	-18%	4%	-1%
COCCN(C(=O)CNC(=O)c1ccco1)C(C(=O)NC1CCCCC1)c1cccs1 (configuration not stated)	-3%	0%	-2%
CN(Cc1nc(-c2cnccn2)no1)CC1(c2ccccc2)CC1(C)C (configuration not stated)	-20%	3%	20%
CC(OC(=O)CCC(=O)N1CCN(S(=O)(=O)c2ccc3ccccc3c2)CC1)C(=O)NC(N)=O (configuration not stated)	1%	5%	1%
COc1ccc(O)c(-c2cc(-c3ccccc3Cl)[nH]n2)c1	-30%	.	-1%
CCCCc1nc2n[nH]c(N)c2c2c1CCCC2	-10%	8%	2%
CCN1CCN(CCC(=O)Nc2cc(C)ccc2C)CC1	1%	3%	-1%
Cc1cc(-n2c(SCC(=O)NCc3ccccc3)nc3ccsc3c2=O)ccc1Cl	?	0%	.
N#C/C(=C\C=C\c1ccccc1)C(=O)Nc1ccccc1	-4%	5%	2%
CCN(CC)S(=O)(=O)c1ccc(NC(=O)[C@H](CCSC)N2Cc3ccccc3C2=O)cc1	23µM*	9%	.
C[C@H](NC(=O)c1nc[nH]c1C(=O)NC(c1ccccc1)c1ccccc1)C(=O)OC(C)(C)C	?	10%	?
COc1ccc(NC(=O)CSc2nnc(-c3ccc(C)cc3)n2N)cc1	-17%	-5%	-16%

Rewritten with values under each structure: seven of the compounds above.
The line under a structure holds: TDP1 cell noCPT | TDP1 block | N370S GC mod
> CN(Cc1nc(-c2cnccn2)no1)CC1(c2ccccc2)CC1(C)C (configuration not stated)
→ -20% | 3% | 20%
> CC(OC(=O)CCC(=O)N1CCN(S(=O)(=O)c2ccc3ccccc3c2)CC1)C(=O)NC(N)=O (configuration not stated)
→ 1% | 5% | 1%
> COc1ccc(O)c(-c2cc(-c3ccccc3Cl)[nH]n2)c1
→ -30% | . | -1%
> CCCCc1nc2n[nH]c(N)c2c2c1CCCC2
→ -10% | 8% | 2%
> CCN1CCN(CCC(=O)Nc2cc(C)ccc2C)CC1
→ 1% | 3% | -1%
> Cc1cc(-n2c(SCC(=O)NCc3ccccc3)nc3ccsc3c2=O)ccc1Cl
→ ? | 0% | .
> N#C/C(=C\C=C\c1ccccc1)C(=O)Nc1ccccc1
→ -4% | 5% | 2%

(continued)
SMILES	TDP1 cell noCPT	TDP1 block	N370S GC mod
CC(C)c1nc2c(s1)CCc1onc(-c3ccc(Cl)cc3)c1-2	3%	-6%	-4%
O=C1CC(c2cccc(Oc3ccccc3)c2)NC(=O)N1 (configuration not stated)	-14%	2%	-2%
Brc1ccc2oc3c(N4CCOCC4)ncnc3c2c1	12µM*	4%	10%
Cc1ccc(NC(=O)c2cccc(C(=O)OC(C)C)n2)c(Br)c1	2%	-1%	10%
